# Screens as filed in PubChem BioAssay.
# Gli-Sufu block = Gli-Sufu pathway antagonism; actives 0.74% (n = 340,000); inhibition, % at 5 µM; AID 588413; Sufu-KO-LIGHT fibroblasts, Gli luciferase reporter luminescence;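 active = inhibition above about 55%, limit read from the data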;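 note: 0% = DMSO-treated cells and 100% = wells with medium but no cells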
# SENP8 block = SENP8 protease inhibition. purified SENP8, Z-RLRGG-aminoluciferin cleavage, luminescence. Q96LD8. inhibition, % at 10 µM. actives 1.2% (n = 330,000)
# Target sequence (Q96LD8 whole entry, looked up): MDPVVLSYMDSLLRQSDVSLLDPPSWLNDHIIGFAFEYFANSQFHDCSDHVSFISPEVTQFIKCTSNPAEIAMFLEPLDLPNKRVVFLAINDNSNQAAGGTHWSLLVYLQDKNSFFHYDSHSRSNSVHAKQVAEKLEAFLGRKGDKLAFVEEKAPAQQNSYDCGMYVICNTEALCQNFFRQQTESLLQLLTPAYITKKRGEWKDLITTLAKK
# 697 NFkB inh = lowers PMA/ionomycin-induced NF-kB signal in 697 B cells; inhibition, % at 4 µM; 697 B-cell NF-kB luciferase reporter, 16 h; actives 0.33% (n = 330,000); AID 435022; in the data active = inhibition above about 35%
# UBC13 polyUb = blocks human UBC13 polyubiquitin chain formation | inhibition, % at 20 µM | TR-FRET | actives 0.47% (n = 330,000); in the data active = inhibition above about 45%, passing the limit was not always enough
# Target sequence (P61088 whole entry, looked up): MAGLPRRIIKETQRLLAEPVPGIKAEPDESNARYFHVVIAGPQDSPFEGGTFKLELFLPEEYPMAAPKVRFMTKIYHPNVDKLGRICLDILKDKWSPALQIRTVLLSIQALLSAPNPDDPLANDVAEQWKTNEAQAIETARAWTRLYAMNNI
# Jurkat NFkB inh = inhibitors of the PMA/ionomycin-induced NF-kB reporter in Jurkat cells. PMA/ionomycin-induced NF-kB luciferase reporter, luminescence. actives 0.53% (n = 330,000). inhibition, % at 4 µM. AID 435003
# EBI2 block = blocks human EBI2 receptor beta-arrestin signaling | P32249 | EBI2 beta-arrestin recruitment, luminescence, 7a,25-OHC stimulated | inhibition, % at 5 µM | actives 0.81% (n = 360,000) | AID 651636; in the data active = inhibition above about 38%;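 note: enzyme fragment complementation signal reports receptor beta-arrestin coupling in cells; 0% = agonist plus DMSO wells and 100% = wells without agonist; some results beyond the cut were filed as inactive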
# Target sequence (P32249 whole entry, looked up, the tested form may be a part): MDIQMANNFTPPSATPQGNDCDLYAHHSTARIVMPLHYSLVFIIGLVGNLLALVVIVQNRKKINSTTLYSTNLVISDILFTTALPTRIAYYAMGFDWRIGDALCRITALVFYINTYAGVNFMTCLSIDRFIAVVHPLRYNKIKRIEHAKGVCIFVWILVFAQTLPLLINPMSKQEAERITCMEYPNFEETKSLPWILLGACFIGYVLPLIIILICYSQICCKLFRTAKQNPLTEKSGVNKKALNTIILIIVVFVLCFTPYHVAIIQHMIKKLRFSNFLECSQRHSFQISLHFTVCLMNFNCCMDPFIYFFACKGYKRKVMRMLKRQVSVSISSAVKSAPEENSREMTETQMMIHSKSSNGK
# CCR6 antag = antagonists of human CCR6 receptor | actives 0.49% (n = 340,000) | P51684 | AID 493098 | CHO-K1 CCR6 PathHunter beta-arrestin, luminescence, CCL20-stimulated | inhibition, % at 20 µM;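 active = compounds whose inhibition of the agonist-driven luminescence signal at 20 µM reaches about 50%, limit read from the data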;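 note: cells stimulated with CCL20 at 14 nM final; plate controls were DMSO with CCL20 for no effect and DMSO without agonist for full effect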
# Target sequence (P51684 whole entry, looked up): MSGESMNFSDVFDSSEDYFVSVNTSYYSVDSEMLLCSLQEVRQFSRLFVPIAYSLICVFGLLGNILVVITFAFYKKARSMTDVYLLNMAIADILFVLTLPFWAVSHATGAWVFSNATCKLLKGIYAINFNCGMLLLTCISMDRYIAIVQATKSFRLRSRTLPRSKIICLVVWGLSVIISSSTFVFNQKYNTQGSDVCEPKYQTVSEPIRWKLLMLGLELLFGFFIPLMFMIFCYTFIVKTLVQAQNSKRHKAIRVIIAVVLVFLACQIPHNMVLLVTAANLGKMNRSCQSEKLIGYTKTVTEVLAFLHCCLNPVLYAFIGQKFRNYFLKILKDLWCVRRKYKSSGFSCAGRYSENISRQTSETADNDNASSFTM
# Apaf1 inhib = human Apaf-1 inhibition | O14727 | reconstituted apoptosome caspase-3 activity, DEVD-Rh110 fluorescence | actives 0.71% (n = 330,000) | inhibition, % at 20 µM | AID 489030; active = inhibition of at least 40% at 20 µM;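 note: plate controls were DMSO wells for no effect and DEVD-CHO caspase inhibitor wells for full effect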
#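 Assay system – apoptosome proteins · Medium – Hepes buffer, pH 7.5 · Also added – cytochrome c with DEVD-Rh110 · Timing – 30 min compound preincubation, 50 min activation, room temperature · Detection – Rh110 fluorescence, excitation 480 nm, emission 540 nm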
# * hit, by the source's call; · = not tested or not shown. Cut-off read from the data, not from the text of the source, unless noted: active = inhibition above about 50%; inactive = the rest. An excerpt (hit frequency here may not be typical).
SMILES	Gli-Sufu block	SENP8 block	697 NFkB inh	UBC13 polyUb	Jurkat NFkB inh	EBI2 block	CCR6 antag	Apaf1 inhib
Cc1ccc2c(CC(=O)N3CCN(c4ccccc4)CC3)coc2c1	2	-6	6	-10	-4	34	12	18
Cc1cccc(C)c1NC(=O)CC(NCc1ccco1)C(=O)O (stereo unspecified)	5	-3	8	-1	-8	-11	-14	2
COc1ccc(-c2cc3ccccc3n2CC(O)CN2CCC(C)CC2)cc1 (stereo unspecified)	0	-14	-8	8	13	-8	5	34
COC(=O)c1c(NC(=O)C2CCCCC2C(=O)O)sc2c1CCCCC2 (stereo unspecified)	-16	-2	-21	-17	-16	5	8	15
CCCn1c(C(C)Nc2nc(-c3ccc(Cl)c([N+](=O)[O-])c3)cs2)nc2cc(Cl)c(N3CCCCC3)cc21 (stereo unspecified)	-2	3	8	-62	14	-2	5	17
CC1=NN2C(=N)/C(=C\c3ccc(SCc4ccccc4)o3)C(=O)N=C2S1	5	-9	-34	-15	-26	0	6	16
C[N+](C)(C)C[C@H](O)CC(=O)O	-7	-10	-13	-6	-17	1	1	11
Cc1cc(OC(C)C(=O)N2C[C@H]3C[C@@H](C2)c2cccc(=O)n2C3)c2c(C)c(C)c(=O)oc2c1 (stereo partly specified)	7	-3	-5	4	-10	-11	2	-1
CCOC(=O)/C(C(=O)Nc1ccccc1Br)=C1/NC(C)(C)Cc2ccccc21	1	9	8	10	4	0	17	-3
CCOC(=O)C1=C(C)Nc2ccccc2N=C1NC(=O)C1CCN(C(=O)c2ccccc2C)CC1	0	0	10	9	5	-6	6	-9

# The list continues.
SMILES	Gli-Sufu block	SENP8 block	697 NFkB inh	UBC13 polyUb	Jurkat NFkB inh	EBI2 block	CCR6 antag	Apaf1 inhib
O=C(Nc1nc2c(F)cccc2s1)c1ccc([N+](=O)[O-])o1	-24	43	-62	-26	-8	-8	34	4
COc1ccc(NC(=O)NS(=O)(=O)c2ccc(C)cc2)cc1OC	-4	-3	-1	-4	-14	-5	8	1
C=CCSc1nnc(C)c(/C=C/Nc2ccc(Cl)cc2)n1	12	1	7	-6	6	7	-9	6
COc1ccccc1NC(=O)Cn1c(=O)sc2ccccc21	-11	-3	1	14	17	4	-5	4
CCCOc1nc2ccccc2cc1/C=C/C(=O)O	13	3	17	14	2	2	-9	16
CC1(CCc2ccccc2)NC(=O)N(CC(=O)Nc2ccccc2C#N)C1=O (stereo unspecified)	3	2	12	0	-30	-1	2	-2
O=C(c1ccc(NS(=O)(=O)c2cccs2)cc1)N1CCN(c2ccccc2Cl)CC1	8	-4	10	0	9	-2	1	15
COc1ccccc1C1CCN(Cc2ccc(Cl)c(Cl)c2)CC1	-1	-3	-2	7	3	27	18	8
COc1ccc(C2C(C#N)=C(N)Oc3c2ccc2cccnc32)cc1OC (stereo unspecified)	14	6	-102	-2	44	4	3	-4
O=C(COC(=O)c1cc2ccccc2oc1=O)c1cccc([N+](=O)[O-])c1	-1	-4	5	-8	3	12	52*	7

# Additional structures.
SMILES	Gli-Sufu block	SENP8 block	697 NFkB inh	UBC13 polyUb	Jurkat NFkB inh	EBI2 block	CCR6 antag	Apaf1 inhib
O=C(CSc1nnnn1-c1ccc(F)cc1)NCc1cccs1	3	8	14	12	0	-7	14	-21
COc1ccc(/C=N/Nc2ccc(C(=O)O)cc2)c(OC)c1OC	-15	7	-154	-3	-71	-14	2	10
COc1ccc(NC(=S)N2CCN(C/C=C/c3ccccc3)CC2)cc1	8	1	17	6	12	6	9	1
COc1ccc(C(=O)NCCCNC(=O)c2cnccn2)cc1Br	-17	1	1	4	1	1	10	-1
CCO[C@H]1OC(C(N)=O)=C[C@@H](c2ccccc2)[C@@H]1CCCO	-4	-6	15	8	-16	-4	12	-2
CCc1ccccc1NC(=S)N(Cc1ccco1)C(C)c1cccs1 (stereo unspecified)	7	7	-17	9	0	1	18	-16
O=C1c2cc([N+](=O)[O-])ccc2-c2ncccc21	3	-1	0	-38	2	-12	-13	1
COc1ccc(S(=O)(=O)Nc2ccccc2-c2nc3ccccc3[nH]c2=O)cc1	-3	-5	14	2	3	2	-4	1
Cc1cc(Cl)c(S(=O)(=O)Nc2cc(S(=O)(=O)N3CCOCC3)ccc2F)cc1OCC(N)=O	4	-4	13	0	1	0	14	-4
COc1cc(NC(=O)CCN2CCN(c3ccccc3F)CC2)cc(OC)c1	34	4	-24	-8	-16	9	-21	3

# Carrying on:
SMILES	Gli-Sufu block	SENP8 block	697 NFkB inh	UBC13 polyUb	Jurkat NFkB inh	EBI2 block	CCR6 antag	Apaf1 inhib
COc1ccc(CCNc2ncnc3[nH]ncc23)cc1OC	8	2	-15	-5	5	12	-1	13
COc1ccccc1NC(=O)CSc1nnc(Cc2ccccc2)o1	-5	-10	17	12	2	4	-6	-3
CCOC(=O)c1cnc(SCc2cccc3ccccc23)nc1N	-11	-3	-3	10	-19	14	11	-2
CCCCCCCCNC(CO)(CO)CO	0	-3	8	3	-5	5	-12	-1
Nc1nn(-c2ccccc2)c(N)c1N=Nc1ccccc1	-69	-4	-236	-14	-5	7	-3	7
Cc1cccc(C(=O)Oc2cccc3c(O)cccc23)c1	6	-14	-30	1	4	-6	-11	12
O=C(O)c1ccc(F)c(S(=O)(=O)Nc2ccccc2Cl)c1	3	2	10	3	14	1	-5	-2
Cc1cc(=O)oc2cc(OC(C)C(=O)N3CCOCC3)ccc12 (stereo unspecified)	6	5	-9	0	-7	7	-3	7
COc1ccc(NC(=O)C(=O)NCCCn2ccnc2)cc1	-11	-2	10	-4	-17	-4	-1	-7
CCOC(=O)N1CCN(S(=O)(=O)c2ccc(C(=O)Nc3ccc4c(c3)C(=O)NC4=O)cc2)CC1	5	14	-25	5	8	-6	10	3

# Continued.
SMILES	Gli-Sufu block	SENP8 block	697 NFkB inh	UBC13 polyUb	Jurkat NFkB inh	EBI2 block	CCR6 antag	Apaf1 inhib
Cn1c(N)c(C(=O)Nc2ccccc2)c(=O)[nH]c1=O	-8	-7	13	-3	1	·	0	-2
O=C(COC(=O)c1ccc(S(=O)(=O)NCc2ccco2)cc1)NC1CCCCCC1	-2	4	11	2	-5	-1	7	1
Cc1ccc(NC(=O)CN2CCCN(S(=O)(=O)c3ccc(Br)s3)CC2)cc1	26	1	11	17	6	22	17	13
CN(CCO)CCC(=O)NC1(C)CS(=O)(=O)CC1S(=O)(=O)O (stereo unspecified)	7	0	2	-7	-3	-1	5	-10
Nn1c(COc2ccc(Cl)cc2)n[nH]c1=S	6	-6	11	-4	1	-2	-13	-1
CCN(CC)c1ccc(/C=N/Nc2cccc(C)c2)c(O)c1	-7	-6	-11	-10	-1	-2	-3	25
Cc1cccc(NC(=O)CNC(=O)Cn2ncc(Cl)c(Cl)c2=O)c1C	10	5	-8	-2	6	-6	6	-1
NS(=O)(=O)c1ccc(CNC(=O)CCCSc2ccccc2)cc1	15	-1	-12	-4	11	-4	-8	9
O=C(CSC1=NCCN1)Nc1cccc(C(F)(F)F)c1	-5	-6	7	-8	-15	-6	15	-13
COC(=O)c1ccc(C2c3[nH]c4ccccc4c3C[C@H]3C(=O)N(C)CC(=O)N23)cc1 (stereo partly specified)	-2	0	-15	-1	-27	18	15	10

# The listing continues.
SMILES	Gli-Sufu block	SENP8 block	697 NFkB inh	UBC13 polyUb	Jurkat NFkB inh	EBI2 block	CCR6 antag	Apaf1 inhib
CCCCCOc1ccc(/C(C)=N/NC2=NCCN2)cc1	6	-1	-7	35	42	-8	17	9
O=C(Oc1ccc2c(=O)c(Oc3ccc4ccccc4c3)coc2c1)c1ccco1	4	-4	8	13	0	6	-7	5
CCCNc1nc(Nc2ccc(C)c(Cl)c2)c2cnn(C)c2n1	18	-10	-35	38	-16	25	-2	5
CCn1c(SCC(=O)c2ccc(C)cc2)nnc1-c1ccncc1	-21	0	9	-10	0	-13	1	-9
Cc1ccc(S(=O)(=O)NCCN=C(CN2CCOCC2)NS(=O)(=O)c2ccc(C)cc2)cc1	-4	-1	2	6	-5	0	-14	-9
Cc1nc(N[C@@H](Cc2ccccc2)C(=O)O)c2oc3ccccc3c2n1	10	-3	4	-6	11	4	-24	-7
CCOC(=O)Nc1nc(-c2ccc(F)cc2F)cs1	-25	-11	-52	-3	-37	4	-6	13
O=C(CSc1nnc(Nc2ccccc2)s1)NC1CC1	-10	-2	3	-1	-7	-1	0	-2
COc1cc(Cl)c(CN2CCCC(CO)(Cc3cccc(Cl)c3)C2)cc1OC (stereo unspecified)	15	-1	-15	14	1	10	-3	6
O=C(O)c1ccc(Nc2nc(-c3ccccc3)nc3ccccc23)cc1	-1	0	8	10	10	-2	-3	9

# (listing goes on)
SMILES	Gli-Sufu block	SENP8 block	697 NFkB inh	UBC13 polyUb	Jurkat NFkB inh	EBI2 block	CCR6 antag	Apaf1 inhib
CC(=O)Nc1ccc(-c2cc3ccccc3o2)cc1	-87	10	-150	7	-159	8	8	-2
CCOC(=O)CN1C(=O)C(O)=C(C(C)=O)C1c1ccc([N+](=O)[O-])cc1 (stereo unspecified)	-1	3	-1	-9	-14	-15	-3	5
Cc1ccc(NCc2ccccc2O)c(C)c1	-1	-9	-10	-4	-12	0	5	1
CCCCN1C(=O)N(c2nnc(C(C)(C)C)s2)C(O)C1c1ccc(C)cc1 (stereo unspecified)	0	-3	-22	-2	-4	1	5	13
O=S(=O)(NC(=S)NC1CCCCC1)c1ccc(Br)cc1	-1	1	-13	-5	-11	9	9	6
COC(=O)c1sc2ccccc2c1NC(=O)c1ccc(S(=O)(=O)N2CCCCC2C)cc1 (stereo unspecified)	24	3	-20	15	14	15	-6	7
Cc1nc2ccccc2c2oc(C(=O)N3CCN(c4ccc([N+](=O)[O-])cc4)CC3)cc12	59*	9	-13	6	5	-16	15	11
CC(C)c1onc(C(=O)Nc2cccc(O)c2)c1[N+](=O)[O-]	-2	1	7	9	-12	7	8	-10
Cc1cccc(NC(=O)NCC(c2cccnc2)N2CCOCC2)c1 (stereo unspecified)	-24	5	-12	-2	8	-2	8	9
CCc1ccc(C(=O)Nc2nc3ccccc3[nH]2)cc1	-33	94*	-153	13	-30	7	3	15

# Next part; it opens with the 5 that closed the last part.
SMILES	Gli-Sufu block	SENP8 block	697 NFkB inh	UBC13 polyUb	Jurkat NFkB inh	EBI2 block	CCR6 antag	Apaf1 inhib
COC(=O)c1sc2ccccc2c1NC(=O)c1ccc(S(=O)(=O)N2CCCCC2C)cc1 (stereo unspecified)	24	3	-20	15	14	15	-6	7
Cc1nc2ccccc2c2oc(C(=O)N3CCN(c4ccc([N+](=O)[O-])cc4)CC3)cc12	59*	9	-13	6	5	-16	15	11
CC(C)c1onc(C(=O)Nc2cccc(O)c2)c1[N+](=O)[O-]	-2	1	7	9	-12	7	8	-10
Cc1cccc(NC(=O)NCC(c2cccnc2)N2CCOCC2)c1 (stereo unspecified)	-24	5	-12	-2	8	-2	8	9
CCc1ccc(C(=O)Nc2nc3ccccc3[nH]2)cc1	-33	94*	-153	13	-30	7	3	15
Cc1ccc(C(=O)O)cc1NC(=O)C1CCN(S(=O)(=O)c2ccc3c(c2)OCCO3)CC1	1	12	17	0	-6	-3	2	-5
Cc1noc(C)c1COc1ccc(C(=O)N2CCC(C(N)=O)CC2)cc1	0	5	7	2	0	0	-1	-1
O=C(CSc1n[nH]c(=O)n1-c1cccnc1)N1CCOCC1	2	-4	12	-3	5	1	-11	-7
COc1ccccc1Oc1ccc(N2CC(C(=O)OCC(=O)c3ccccc3)CC2=O)cc1 (stereo unspecified)	-2	-11	-11	-7	-15	-7	-4	1
CC1(CC(=O)N/N=C/c2ccc(-c3ccc(C(=O)O)cc3)o2)OCCO1	-2	4	-7	-3	12	-4	12	1
CN(Cc1ccccc1)C(=O)c1ccc(NC(=O)C2CCN(C(=O)OC(C)(C)C)CC2)cc1	45	4	-76	6	8	-4	0	18
Cc1ccc(S(=O)(=O)NCCS(=O)(=O)N2CCN(c3ccc(F)cc3)CC2)cc1	3	-4	2	7	19	-10	15	15
COC(=O)c1[nH]c(C)c(/C(O)=C2\C(=O)C(=O)N(CCN3CCOCC3)C2c2ccc(C)o2)c1C (stereo unspecified)	-1	-6	-21	-13	-7	-9	6	-20
Cc1ccc(-c2csc3nnc(SCC(=O)Nc4cccc(C)n4)n23)cc1	20	-5	-10	-11	12	2	14	8
CCOC(=O)CSc1nc(C)c2ccc(C)cc2n1	6	0	-3	4	7	-6	2	0
CN(C(=O)Nc1ccc(Cl)cc1Cl)[C@H]1c2cc(Br)ccc2OC[C@H]1CO	7	-5	-23	-2	-12	9	9	8
